Source: PubChem (National Center for Advancing Translational Sciences (NCATS))
TDP43 rescue: rescues yeast growth from TDP-43 toxicity. TDP-43 expressing yeast growth rescue, BacTiter-Glo, 24 h. Potency, µM (highest dose often 46.1 µM), inactives show at the highest dose growth rescue (activation), usual class: activators. 410,000 tested, 1.8% active. AID 652104; also: % of control where 0% means no effect; nearly all actives have a fitted effect of over 50% in size
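Readout is BacTiter-Glo luminescence of cell growth, so inhibitors register as activators. TDP-43-expressing yeast at OD600=0.02 in galactose medium, after raffinose pregrowth to mid-log, were incubated with compound for 24 hr at 30 deg C.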
GLP1R cytotox: cytotoxic in the GLP-1 receptor inverse agonist counter-screen; HEK293 cAMP-luciferase reporter cells, luminescence, 24 h; Potency, µM (series often up to 38.3 µM), without a hit: at the highest dose activity change, negative = inhibition, hits mostly inhibitors; 410,000 tested, 0.13% active; AID 624418;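 also: loss of luciferase light is scored as toxicity; % is scaled to controls: 0 for no effect and ±100 for the full control effect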
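MLSMR compounds, 24 hr on cells at 37 deg C/5% CO2; luminescence after luciferase reagent (12 min RT). Inhibition counted as the undesired cytotoxic outcome.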
GLP-1R inv ag: GLP-1 receptor (human) inverse agonism | P43220 | HEK293 GLP-1R CRE-luciferase, luminescence, 24 h; GLP-1R form is constitutively active | Potency, µM (top dose mostly 38.3 µM), without a hit: at the top dose activity change, negative = inhibition, most hits filed as inhibitors | 410,000 tested, 1.6% active | AID 624417; also: % is scaled to controls: 0 for no effect and ±100 for the full control effect; nearly all actives have a fitted effect of over 55% in size
Target sequence (P43220 whole entry, looked up): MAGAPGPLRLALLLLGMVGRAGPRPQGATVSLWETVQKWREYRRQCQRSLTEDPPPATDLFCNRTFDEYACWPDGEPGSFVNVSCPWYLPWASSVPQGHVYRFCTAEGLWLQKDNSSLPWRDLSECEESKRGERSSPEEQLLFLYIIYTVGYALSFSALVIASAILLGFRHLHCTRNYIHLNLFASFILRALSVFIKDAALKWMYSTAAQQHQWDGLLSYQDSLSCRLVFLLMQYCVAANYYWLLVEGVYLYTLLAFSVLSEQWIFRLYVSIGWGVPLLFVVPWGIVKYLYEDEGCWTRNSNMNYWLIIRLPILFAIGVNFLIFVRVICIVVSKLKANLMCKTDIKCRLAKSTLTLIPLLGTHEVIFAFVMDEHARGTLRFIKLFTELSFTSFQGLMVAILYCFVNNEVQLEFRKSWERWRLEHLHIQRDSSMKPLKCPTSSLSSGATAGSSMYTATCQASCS
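Inverse agonists were sought by their lowering of basal cAMP reporter luciferase output in HEK293 cells stably carrying constitutively active human GLP-1R, after 24 h compound treatment.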
* marks the source's active call; other numbers are inactive results; ? = inconclusive. Calls follow the shape of the dose curve; as a rule, active = well fitted curve in the direction sought with a large enough effect; inconclusive = small, poorly fitted or top-dose-only effect, or another doubt; inactive = no such curve, though single readings can be large; an effect the other way counts as inactive or inconclusive. Potency is read from the fitted curve at half-maximal effect. These rows are one share of the data, so the mix of outcomes need not match the whole.

SMILES	GLP1R cytotox	GLP-1R inv ag	TDP43 rescue
Cc1cc(NCc2ccc(Cl)cc2)n2cnnc2n1	-15%	-26%	2%
O=C(NCc1ccc2c(c1)OCO2)c1ccc2c(c1)N(Cc1cccc(Cl)c1)C(=O)c1ccccc1S2	3%	-5%	2%
Cc1ccccc1CNC(=O)c1ccc2nc(C(C)C)oc2c1	-8%	11%	?
CSc1ccc(CNC(=O)Cc2csc3ccccc23)cc1	7%	-10%	-1%
Cc1cc(Br)cc2c1N(Cc1ccccc1OC(C)C)C(=O)C2=O	?	?	?
Cc1ccc(NC(=O)c2ccc(CNS(=O)(=O)c3ccc4c(c3)C(C)(C)C(=O)N4C)cc2)cc1F	-1%	-3%	?
COc1ccccc1NC(=O)c1sc2nc3c(cc2c1N)CN(Cc1ccccc1)CC3	21%	18%	-8%
O=C(Cn1nc(C(F)(F)F)c2c1CCCC2)Nc1ccc(Br)cc1	4%	?	?
Cc1cccc(C)c1OCC(=O)N1CCC(c2nc3ccccc3o2)CC1	0%	-15%	27%
CCOC(=O)CSc1nc2sc3c(c2c(=O)n1Cc1ccccc1)CC(C)CC3 (centres undefined)	1%	1%	1%
CCc1ccccc1NC(=O)Cn1cc(C(=O)c2ccncc2)c(=O)c2cc(C)ccc21	3%	6%	16%
CCc1ccc(-n2c(SCC(=O)NC(C)CC)nc3n[nH]c(C)c3c2=N)cc1 (centres undefined)	-8%	-8%	-9%

(next part)
SMILES	GLP1R cytotox	GLP-1R inv ag	TDP43 rescue
CCc1cccc(-n2c(=O)c3cccnc3n2CC(=O)NCc2ccc(C)cc2)c1	11%	8%	17%
CS(=O)(=O)c1cccc(-c2nnc(NC(=O)c3ccc4c(c3)OCCO4)o2)c1	3%	-4%	?
Cc1ccc(C)c(Nc2nn3c(=O)c4ccc(C(=O)NCc5cccs5)cc4nc3s2)c1	-2%	?	12%
CCOC(=O)C(=O)Nc1nnc2n1CCS2	1%	0%	0%
CC(=O)Nc1cc(C(=O)NCc2ccccc2Cl)ccc1Sc1ccc(F)cc1	-3%	?	22µM*
CCOCCCNC(=O)c1ccc2c(c1)NC(=O)C(CS(=O)(=O)Cc1ccc(F)cc1Cl)N2 (centres undefined)	16%	16%	-11%
COc1ccc(Cn2c(=O)c3oc4ccccc4c3n(Cc3cccc(C)c3)c2=O)cc1	9%	2%	6%
CN(Cc1ccccc1)C(=O)CN1C(=O)CSc2ccc(S(=O)(=O)N3CCOCC3)cc21	-4%	-2%	12%
CCC1CN(C(=O)C2CCN(S(=O)(=O)c3c(C)noc3/C=C/c3ccccc3F)CC2)c2cc(Cl)ccc2O1 (centres undefined)	5%	7%	?
COc1ccc(-c2cn3c(n2)sc2cc(C(=O)Nc4ccc(C)cc4C)ccc23)cc1	-3%	24%	12%
COc1ccc(C(=O)Nc2nc3nc(C)c(Cc4ccccc4)c(=O)n3[nH]2)cc1OC	-4%	0%	2%
O=C(CSc1nc(=O)n(CCN2CCOCC2)c2c1CCC2)Nc1ccc(Cl)c(Cl)c1	8%	6%	16%

The results go on:
SMILES	GLP1R cytotox	GLP-1R inv ag	TDP43 rescue
Cc1c(C(=O)Nc2ccc(F)c(Cl)c2)oc2ccc(S(=O)(=O)N(C)C3CCCCC3)cc12	-5%	8%	15%
CSc1ccc(CCNC(=O)C2CCN(c3ncnc4c3nc3n4CCCCC3)CC2)cc1	-3%	-20%	25%
O=C(CSc1nncn2c1cc1sccc12)Nc1ccc(Br)cc1F	3%	6%	0%
Cc1c(CCNC(=O)c2ccc(C(F)(F)F)cc2)sc2nc(-c3ccc(F)cc3)nn12	12%	5%	2%
CCc1ccc(-c2nc(CS(=O)CC(=O)NCc3ccc(F)cc3)c(C)o2)cc1 (centres undefined)	-1%	-4%	5%
O=C(Nc1ccc(C(=O)N2CCN(c3ccccc3)CC2)cc1)c1nsc2ccccc12	-6%	?	18%
CC(=O)N(Cc1cccnc1)c1nc2ccc(F)cc2s1	3%	7%	?
CCCCCCn1c(/C=C/c2ccccc2)nc2ccccc21	-2%	?	2%
COc1ccc(NC(=O)c2nc(-c3ccc(C)cc3)n3c2CCCCC3)cc1	-2%	?	9%
COc1ccccc1CNC(=O)CCCn1c(=O)c2cccn2c2ccccc21	-5%	6%	?
Cc1cn2c(=O)cc(COC(=O)c3cccc(NC(=O)COc4ccccc4)c3)nc2s1	0%	?	20%
COc1ccc(C(=O)c2cn(CC(=O)Nc3cc(OC)cc(OC)c3)c3ccc(OC)cc3c2=O)cc1	4%	9%	29%

More structures
SMILES	GLP1R cytotox	GLP-1R inv ag	TDP43 rescue
N#Cc1c(C(F)(F)F)cc(-c2cccs2)nc1SCC(=O)Nc1cccc(Br)c1	13%	14%	26%
CCOc1ccccc1CNC(=O)CCCn1c(=O)c2cccn2c2cccnc21	10%	5%	18%
CCC(Sc1nnc(C)n2c1cc1sccc12)C(=O)Nc1ccccc1F (centres undefined)	-6%	-6%	?
CCN(CC)c1nn2c(=O)c(C(=O)NCCc3cccc(C)c3)cnc2s1	2%	-13%	?
COc1cccc(CNC(=O)C2CCN(c3nnc(-n4c(C)ccc4C)s3)CC2)c1	-1%	-12%	2%
Cc1ccc(N2CC(NC(=O)Cc3ccc(F)cc3)CC2=O)cc1C (centres undefined)	2%	2%	22%
COc1cccc(C(=O)N2c3ccc(C)cc3C(C)(c3ccccc3)CC2(C)C)c1 (centres undefined)	-15%	?	6%
O=C(Cn1c(=O)c2cccn2c2ccc(F)cc21)NCc1cccc(Cl)c1	1%	6%	3%
CCOC(=O)c1ccc(N2C(=O)c3[nH]nc(-c4ccccc4)c3C2c2cccs2)cc1 (centres undefined)	?	?	9%
CCOc1ccccc1CNC(=O)c1cnc2sc(N3CCCC3)nn2c1=O	10%	3%	0%
CCOc1ccc(NC(=O)c2ccc(CN3C(=O)C(C)=C(c4ccc(C)cc4)S3(=O)=O)cc2)cc1	1%	7%	-1%
CCCc1cc(=O)[nH]c2nnc(SCC(=O)Nc3ccc(OC)cc3)n12	9%	5%	23%

Shown field by field: entries from further up.
CCOc1ccc(NC(=O)c2ccc(CN3C(=O)C(C)=C(c4ccc(C)cc4)S3(=O)=O)cc2)cc1
  GLP1R cytotox: 1%
  GLP-1R inv ag: 7%
  TDP43 rescue: -1%

CCCc1cc(=O)[nH]c2nnc(SCC(=O)Nc3ccc(OC)cc3)n12
  GLP1R cytotox: 9%
  GLP-1R inv ag: 5%
  TDP43 rescue: 23%

More structures follow:
SMILES	GLP1R cytotox	GLP-1R inv ag	TDP43 rescue
CCc1ccc2nc(N3CCN(C(=O)c4ccco4)CC3)sc2c1	-1%	-18%	14µM*
Cc1ccccc1CC1C(=O)Nc2ccc(Br)cc21 (centres undefined)	-2%	-17%	13µM*
Cc1nc2ccc(S(=O)(=O)N(C)CC(=O)Nc3cccc(C(F)(F)F)c3)cc2s1	-1%	-16%	11%
Cc1c(Cl)cccc1-c1ccc(C(=O)Nc2ccc3oc(-c4cccnc4)nc3c2)o1	-3%	17%	5%
O=C(Nc1ccc(F)c(Cl)c1)N1CCC2(CC1)Oc1ccccc1C(=O)N2Cc1ccccc1F	1%	-1%	-2%
CN(C(=O)CSc1cn(CC(=O)N2CCCCCC2)c2ccccc12)c1ccccc1	-25%	?	-7%
CCOc1cccc(C2c3[nH]c4ccccc4c3CCN2C(=O)CCc2ccccc2)c1 (centres undefined)	4%	-15%	-2%
COc1ccc(CCNS(=O)(=O)c2cc(-c3onc(C)c3C)ccc2OC)cc1OC	4%	17%	?
Cn1c(SCC(=O)Nc2nc3ccccc3s2)ncc(C(=O)Nc2ccccc2)c1=O	-4%	10%	28%
CCOc1ccc(S(=O)(=O)NCCc2sc3nc(-c4ccc(F)cc4)nn3c2C)cc1	-5%	-7%	27%
O=C(CN1CCN(Cc2ccc(Cl)cc2)C1=O)NCc1ccc(F)cc1	-4%	-6%	-14%
Cc1ccc(-c2cn3cccnc3n2)cc1NC(=O)C(C)(C)Oc1ccc(Cl)cc1	-9%	?	-19%

(continued)
SMILES	GLP1R cytotox	GLP-1R inv ag	TDP43 rescue
O=C(NCCc1ccccc1)c1cnc2sc(N3CCCC3)nn2c1=O	3%	4%	24%
COCCCNC(=O)c1ccc(Cn2c(SCc3cccc(C)c3)nc3cccnc32)cc1	-14%	12%	21%
COc1ccccc1C(=O)Nc1ccc2nc(SCC(=O)N3CCCC3)sc2c1	3%	2%	10%
CCOc1ccc(CNC(=O)CCn2c(=O)c3cccn3c3ccc(F)cc32)cc1	13%	9%	12%
COc1ccc(N2CCN(S(=O)(=O)CCNC(=O)Cc3ccc(-c4ccccc4)cc3)CC2)cc1	7%	9%	5%
CCc1ccc(NC(=O)CC2C(=O)N(c3ccc(Cl)cc3)C(=O)N2Cc2ccco2)cc1 (centres undefined)	-2%	?	4%
Cc1ccc(-n2c(=O)c3c(C)c(C(=O)N(C)C)sc3n(Cc3ccccc3C)c2=O)cc1C	-1%	5%	-1%
CCCN(CCC)C(=O)c1nn(C)c2c1CSc1ccccc1-2	0%	-14%	8%
O=C(NCc1ccccc1Cl)c1ccc2c(c1)N(Cc1ccccc1)C(=O)c1ccccc1S2	-1%	-19%	6%
COc1cccc(Cn2c(-c3nonc3NC(C)=O)nc3ccccc32)c1	-14%	-20%	14%
CC(=O)c1cccc(NC(=O)CCCN2C(=O)COc3ccc(C)cc32)c1	-3%	10%	13%
Cc1ccn2c(=O)cc(CSc3nnc(NC(=O)c4ccccc4Cl)s3)nc2c1	-3%	3%	21%

(continued)
SMILES	GLP1R cytotox	GLP-1R inv ag	TDP43 rescue
O=C(Nc1ccc2oc(-c3cccc(Cl)c3Cl)nc2c1)c1cccc(Br)c1	4%	5%	7%
CNC(=O)c1c(NC(=O)c2ccc(S(=O)(=O)N3CCC(C)CC3)cc2)sc2c1CCC2	1%	-13%	-16%
O=C(Cn1c(=O)oc2ccccc21)NCc1ccccc1Cl	5%	9%	21%
Cc1ccc(C(=O)N(Cc2ccc(N(C)C)cc2)CC2CCCO2)cc1 (centres undefined)	-9%	-7%	8%
CCCCNC(=O)CSc1nc2cc3c(cc2c(=O)n1Cc1ccc(C(=O)NCCc2ccc(OC)c(OC)c2)cc1)OCO3	3%	8%	9%
CCOc1ccc(CCNC(=O)c2cnc3sc(N4CCOCC4)nn3c2=O)cc1	3%	8%	28%
COc1ccc(-c2cn3c(n2)sc2cc(C(=O)NC4CCCCC4)ccc23)cc1	3%	-13%	17%
Cc1ccc(-c2nnc(Nc3cccc(C(F)(F)F)c3)c3ccccc23)cc1S(=O)(=O)N1CCOCC1	11%	?	17%
O=C(COc1ccccc1Cl)NCC1(N2CCOCC2)CCCCC1	-7%	?	-11%
O=C(/C=C\c1ccccc1)NC1CC(=O)N(c2ccccc2)C1 (centres undefined)	-1%	1%	1%
O=S(=O)(c1ccc2nc(NCc3ccccc3Cl)ccc2c1)N1CCCCC1	-13%	?	-26%
CCOc1ccc(CNC(=O)CCC(=O)N2CC(C)Sc3ccccc32)cc1 (centres undefined)	8%	?	?

A draw from above in order of molar mass, highest first.
SMILES	GLP1R cytotox	GLP-1R inv ag	TDP43 rescue
COc1ccc(-c2cn3c(n2)sc2cc(C(=O)NC4CCCCC4)ccc23)cc1	3%	-13%	17%
O=C(COc1ccccc1Cl)NCC1(N2CCOCC2)CCCCC1	-7%	?	-11%
O=C(Cn1c(=O)oc2ccccc21)NCc1ccccc1Cl	5%	9%	21%

(cont.)
SMILES	GLP1R cytotox	GLP-1R inv ag	TDP43 rescue
COc1ccc(CCNC(=O)c2c(C)oc3ncnc(N4CCOCC4)c23)c(OC)c1	-10%	7%	24%
COc1cccc(NC(=O)c2cnc(SCC(=O)N3CCCc4ccccc43)n(C)c2=O)c1	2%	8%	0%
COc1ccc(-c2[nH]ncc2C(=O)NCc2cccc(OC)c2)cc1	5%	7%	?
CCC(C)NC(=O)CSc1nc2cc3c(cc2c(=O)n1CCCC(=O)NCc1ccc2c(c1)OCO2)OCO3 (centres undefined)	15%	11%	16%
Cc1ccccc1Cn1cc(CCC(=O)NC(C)c2ccccc2)c2ccccc21 (centres undefined)	-2%	?	23%
Cc1ccccc1NC(=O)CN(C)S(=O)(=O)c1cccc2nsnc12	1%	3%	14%
CN(C)c1ccc(CNC(=O)c2cccc(NC(=O)N3CCSc4ncccc43)c2)cc1	3%	-5%	8%
CCCSc1ncc(Cl)c(C(=O)Nc2nc3ccc(C)cc3s2)n1	6%	16%	24%
CCOC(=O)c1ccccc1NC(=O)c1c(C)oc2ncnc(N3CCOCC3)c12	-3%	1%	2%
Cc1ccc(NC(=O)CSc2nnc3[nH]c(=O)cc(C)n23)cc1Cl	-1%	-2%	22%
Cc1ccccc1OCC(=O)Nc1ccccc1C(=O)OCc1cc(=O)n2c(C)csc2n1	-4%	?	19%
